NCI-60 one-dose screen, 48 h, at 10 µM unless noted. Numbers give growth in % (100 = growth as untreated, 0 = no growth, -100 = all killed).
SK-MEL-5 – SK-MEL-5 melanoma; AID 1794755; 6.4% of 80,000 active
MDA-MB-435 – MDA-MB-435 melanoma | 7.8% of 82,000 active
SK-MEL-2 – SK-MEL-2 melanoma; 4.7% of 77,000 active
UACC-62 – UACC-62 melanoma; 5.4% of 81,000 active
LOX IMVI – LOX IMVI melanoma. 7.4% of 79,000 active
SK-MEL-28 – SK-MEL-28 melanoma. 4.1% of 81,000 active
MALME-3M – MALME-3M melanoma. 5.8% of 78,000 active
UACC-257 – UACC-257 melanoma | 4.4% of 78,000 active
Starred values were filed as active, the others as inactive; & = joins results of further samples. Rule for the calls: active = growth percent below 10; inactive = the rest.

The opening 6 compounds, to show the layout:
CCCCSc1ncnc2[nH]ncc12 was read as SK-MEL-5 99.6, MDA-MB-435 103.5, SK-MEL-2 117.1, UACC-62 91.0, LOX IMVI 98.1, SK-MEL-28 115.1, MALME-3M 122.6 and UACC-257 107.5.
CNC(=O)c1cc(Oc2ccc(NC(=O)Nc3ccc(Cl)c(C(C)C)c3)c(F)c2)ccn1 was read as SK-MEL-5 27.9, MDA-MB-435 53.7, SK-MEL-2 46.5, UACC-62 38.3, LOX IMVI 34.6, SK-MEL-28 55.7, MALME-3M 22.9 and UACC-257 50.1.
For N#CC(c1ccccc1)c1ccc([N+](=O)[O-])cc1 (configuration not stated) the results were SK-MEL-5 99.7, MDA-MB-435 96.0, UACC-62 91.3, LOX IMVI 99.5, SK-MEL-28 108.3 and MALME-3M 132.1.
`CC(C)(C)NSc1nc2ccccc2s1` gave SK-MEL-5 93.5, MDA-MB-435 118.6, SK-MEL-2 99.0, UACC-62 92.1, LOX IMVI 90.8, SK-MEL-28 99.4, MALME-3M 98.5 and UACC-257 89.9.
C=CCC(O)[C@@]1(C)O[C@@H]1CC[C@H](C)C[C@H](CC=C)OC(C)=O (some centres not stated) was read as SK-MEL-5 97.5, MDA-MB-435 102.9, SK-MEL-2 105.7, UACC-62 91.4, LOX IMVI 87.3, SK-MEL-28 100.7, MALME-3M 87.7 and UACC-257 109.6.
`COc1ccc(C/C(C)=C(/c2ccc(OCCN3CCCCCC3)cc2)c2ccc(OC(=O)NCc3ccccc3)cc2)cc1` gave SK-MEL-5 91.2, MDA-MB-435 95.3, SK-MEL-2 94.9, UACC-62 88.8, LOX IMVI 52.3, SK-MEL-28 98.3, MALME-3M 95.2 and UACC-257 94.7.

The whole of this part, from the start:
CCCCSc1ncnc2[nH]ncc12 was read as SK-MEL-5 99.6, MDA-MB-435 103.5, SK-MEL-2 117.1, UACC-62 91.0, LOX IMVI 98.1, SK-MEL-28 115.1, MALME-3M 122.6 and UACC-257 107.5.
CNC(=O)c1cc(Oc2ccc(NC(=O)Nc3ccc(Cl)c(C(C)C)c3)c(F)c2)ccn1 was read as SK-MEL-5 27.9, MDA-MB-435 53.7, SK-MEL-2 46.5, UACC-62 38.3, LOX IMVI 34.6, SK-MEL-28 55.7, MALME-3M 22.9 and UACC-257 50.1.
For N#CC(c1ccccc1)c1ccc([N+](=O)[O-])cc1 (configuration not stated) the results were SK-MEL-5 99.7, MDA-MB-435 96.0, UACC-62 91.3, LOX IMVI 99.5, SK-MEL-28 108.3 and MALME-3M 132.1.
`CC(C)(C)NSc1nc2ccccc2s1` gave SK-MEL-5 93.5, MDA-MB-435 118.6, SK-MEL-2 99.0, UACC-62 92.1, LOX IMVI 90.8, SK-MEL-28 99.4, MALME-3M 98.5 and UACC-257 89.9.
C=CCC(O)[C@@]1(C)O[C@@H]1CC[C@H](C)C[C@H](CC=C)OC(C)=O (some centres not stated) was read as SK-MEL-5 97.5, MDA-MB-435 102.9, SK-MEL-2 105.7, UACC-62 91.4, LOX IMVI 87.3, SK-MEL-28 100.7, MALME-3M 87.7 and UACC-257 109.6.
`COc1ccc(C/C(C)=C(/c2ccc(OCCN3CCCCCC3)cc2)c2ccc(OC(=O)NCc3ccccc3)cc2)cc1` gave SK-MEL-5 91.2, MDA-MB-435 95.3, SK-MEL-2 94.9, UACC-62 88.8, LOX IMVI 52.3, SK-MEL-28 98.3, MALME-3M 95.2 and UACC-257 94.7.
CC(C)CCSc1nc(NC2CC2)c(C#N)c(-c2ccc(F)cc2)n1 was read as SK-MEL-5 101.7, MDA-MB-435 103.4, SK-MEL-2 100.3, UACC-62 81.4, LOX IMVI 77.9, SK-MEL-28 101.4, MALME-3M 111.9 and UACC-257 67.5.
For COc1nc2ccccc2cc1/C=C1/C=C(c2ccccc2)OC1=O the results were SK-MEL-5 98.6, MDA-MB-435 108.1, SK-MEL-2 112.3, UACC-62 95.2, LOX IMVI 92.6, SK-MEL-28 99.5, MALME-3M 100.7 and UACC-257 115.9.
COc1nc2ccccc2cc1/C=C1/C=C(c2ccccc2)NC1=O was read as SK-MEL-5 39.4, MDA-MB-435 -12.5*, SK-MEL-2 19.0, UACC-62 32.1, LOX IMVI 38.8, SK-MEL-28 58.9, MALME-3M 38.3 and UACC-257 60.7.
For CCCCCCCCCCC(C)O (configuration not stated) the results were SK-MEL-5 106.0, MDA-MB-435 94.9, SK-MEL-2 93.6, UACC-62 108.6, LOX IMVI 97.2, SK-MEL-28 113.7, MALME-3M 110.4 and UACC-257 98.8.
`Cc1onc(-c2c(Cl)cccc2Cl)c1C(=O)Nc1ccccc1CC1c2ccccc2CCN1C` (configuration not stated) gave SK-MEL-5 94.5, MDA-MB-435 102.1, SK-MEL-2 81.2, UACC-62 77.4, LOX IMVI 83.9, SK-MEL-28 101.8, MALME-3M 110.5 and UACC-257 95.7.
`CCCC(C)(O)c1ccccc1` (configuration not stated) gave SK-MEL-5 101.8, MDA-MB-435 99.7, SK-MEL-2 111.0, UACC-62 103.4, LOX IMVI 90.6, SK-MEL-28 100.4 and MALME-3M 103.8.
`Clc1ccc(CSc2nnc(-c3ccc4c(c3)nc(-c3ccccc3)n4C3CCCCC3)o2)cc1` gave SK-MEL-5 72.4, MDA-MB-435 93.0, SK-MEL-2 81.8, UACC-62 68.9, LOX IMVI 75.8, SK-MEL-28 100.4, MALME-3M 85.8 and UACC-257 83.9.
`Nc1c(C(=O)O)ccc2c1C(=O)c1ccccc1C2=O` gave SK-MEL-5 97.1&85.0, MDA-MB-435 101.0&103.4, SK-MEL-2 111.2&114.4, UACC-62 94.9&101.5, LOX IMVI 96.7&98.6, SK-MEL-28 107.8&107.4, MALME-3M 98.5&111.4 and UACC-257 113.6&110.3.
`CN(C)C(=O)c1cc2cnc(Nc3ccc(-c4csc5c(=O)cc(N6CCNCC6)oc45)cc3)nc2n1C1CCCC1` gave SK-MEL-5 28.5, MDA-MB-435 38.2, SK-MEL-2 33.6, UACC-62 24.6, LOX IMVI -62.9*, SK-MEL-28 40.7, MALME-3M 60.2 and UACC-257 64.4.
`Cc1ccc(-c2nc(Nc3cccc(S(N)(=O)=O)c3)c3ccccc3n2)cc1` gave SK-MEL-5 93.5, MDA-MB-435 104.9, SK-MEL-2 97.5, UACC-62 82.5, LOX IMVI 80.0, SK-MEL-28 110.2, MALME-3M 105.1 and UACC-257 107.6.
`CC(C)(SCc1ccccc1)C(N)C(=O)O` (configuration not stated) gave SK-MEL-5 110.9, MDA-MB-435 103.1, SK-MEL-2 105.1, UACC-62 103.7, LOX IMVI 56.2, SK-MEL-28 111.1, MALME-3M 100.9 and UACC-257 97.4.
Screening CN(C)CCOc1ccc2c(c1)C(=O)/C(=C\c1ncc([N+](=O)[O-])n1C)C2 returned SK-MEL-5 -97.6*, MDA-MB-435 -73.6*, SK-MEL-2 -72.5*, UACC-62 -59.7*, LOX IMVI -41.9*, SK-MEL-28 -71.2*, MALME-3M -72.7* and UACC-257 -38.6*.
For Nc1[nH]n(-c2ccccc2)c(=O)c1/C=N/C(=S)NC1CCCCC1 the results were SK-MEL-5 66.5, MDA-MB-435 75.3, SK-MEL-2 83.6, UACC-62 63.7, LOX IMVI 96.9, SK-MEL-28 87.3 and UACC-257 78.2.
O=C(O)C1CCC(c2ccccc2)=N1 (configuration not stated) was read as SK-MEL-5 103.8, MDA-MB-435 105.9, SK-MEL-2 112.3, UACC-62 105.9, LOX IMVI 104.8, SK-MEL-28 108.0, MALME-3M 111.1 and UACC-257 95.9.
For C[C@@H](Nc1cc(F)cc(F)c1)c1cc(C(=O)N(C)C)cc2c(=O)cc(N3CCOCC3)oc12 the results were SK-MEL-5 73.2, MDA-MB-435 64.8, UACC-62 11.3, LOX IMVI 48.2, SK-MEL-28 46.3, MALME-3M 68.9 and UACC-257 35.2.
For N#C/C(=C/c1ccc(O)c([N+](=O)[O-])c1)c1nc(-c2ccc([N+](=O)[O-])cc2)cs1 the results were SK-MEL-5 5.5*, MDA-MB-435 40.2, SK-MEL-2 16.9, UACC-62 -17.2*, LOX IMVI 38.2, SK-MEL-28 35.5, MALME-3M 30.5 and UACC-257 20.2.
Screening CCn1c(Sc2nnc(NC(=O)CCSC(=S)N3CCOCC3)s2)nc2c1c(=O)n(C)c(=O)n2C returned SK-MEL-5 96.8, MDA-MB-435 102.5, SK-MEL-2 122.0, UACC-62 93.8, LOX IMVI 98.7, SK-MEL-28 102.4, MALME-3M 91.4 and UACC-257 95.6.
For OC(COc1ccccc1)COc1ccccc1 the results were SK-MEL-5 111.3, MDA-MB-435 107.9, SK-MEL-2 111.4, UACC-62 97.7, LOX IMVI 104.5, SK-MEL-28 140.0, MALME-3M 100.5 and UACC-257 110.4.
`O=C(CSc1nc2sc3c(c2c(=O)n1-c1ccc(Cl)cc1)CCCC3)N/N=C/c1ccc2c(c1)OCO2` gave SK-MEL-5 105.7, MDA-MB-435 109.3, SK-MEL-2 116.3, UACC-62 91.8, LOX IMVI 89.2, SK-MEL-28 115.3, MALME-3M 100.7 and UACC-257 111.8.
Cc1ccc(S(=O)(=O)NCCC(C)CC(C)c2ccc3ccccc3c2)cc1 (configuration not stated) was read as SK-MEL-5 100.6, MDA-MB-435 106.7, SK-MEL-2 128.0, UACC-62 84.0, LOX IMVI 98.6, SK-MEL-28 103.7, MALME-3M 95.6 and UACC-257 105.0.
For CCC(=O)OC1=C(C)SC2=NC(c3ccc(N)cc3)=CC(c3cc(OC)c(OC)c(OC)c3)N21 (configuration not stated) the results were SK-MEL-5 99.5, MDA-MB-435 112.6, SK-MEL-2 111.2, UACC-62 105.4, LOX IMVI 112.4, SK-MEL-28 111.6, MALME-3M 100.5 and UACC-257 99.2.
Screening [O-]/[N+](=N/O)c1cccc2ccccc12 returned SK-MEL-5 80.0, MDA-MB-435 92.4, SK-MEL-2 107.9, UACC-62 82.6, LOX IMVI 62.9, SK-MEL-28 112.9 and MALME-3M 87.3.
`C=C1C(=O)O[C@H]2[C@H]1CC/C(Cn1cc(COC(=O)NCCOCCOCC(=O)Nc3ccc(OC)c(C(N)=O)c3O)nn1)=C\CC[C@@]1(C)O[C@@H]21` gave SK-MEL-5 102.1, MDA-MB-435 97.7, SK-MEL-2 97.5, UACC-62 93.7, LOX IMVI 94.7, SK-MEL-28 104.9, MALME-3M 104.0 and UACC-257 85.2.
Screening NC(=S)NN=C1CCCCCCCC1 returned SK-MEL-5 86.8, MDA-MB-435 104.6, SK-MEL-2 97.8, UACC-62 101.4, LOX IMVI 100.6, SK-MEL-28 113.3, MALME-3M 87.8 and UACC-257 104.5.
CC(C)c1nc(N(C)S(C)(=O)=O)nc(-c2ccc(F)cc2)c1/C=C/[C@@H](O)C[C@@H](O)CC(=O)O was read as MDA-MB-435 109.0, SK-MEL-2 97.8, UACC-62 101.8, LOX IMVI 81.3, SK-MEL-28 107.0, MALME-3M 103.7 and UACC-257 103.1.
Screening COc1ccc(-c2nnc(Nc3ccc(C)cc3C)o2)cc1 returned SK-MEL-5 66.1, MDA-MB-435 15.4, SK-MEL-2 54.6, UACC-62 58.5, LOX IMVI 70.1, SK-MEL-28 64.6, MALME-3M 79.3 and UACC-257 82.7.
`O=C(Nc1ccccc1NC(=O)c1ccccc1)c1ccccc1` gave SK-MEL-5 104.5, MDA-MB-435 103.2, SK-MEL-2 105.4, UACC-62 96.5, LOX IMVI 98.0, SK-MEL-28 101.2, MALME-3M 95.7 and UACC-257 97.8.
For O=C1C(O)=C(O[C@@H]2OC(CO)[C@@H](O)[C@@H](O)C2O)C(=O)c2ccccc21 (some centres not stated) the results were MDA-MB-435 108.3, SK-MEL-2 115.1, UACC-62 100.2, LOX IMVI 102.5, SK-MEL-28 110.2, MALME-3M 102.5 and UACC-257 103.3.
`N#CC1c2ccccc2C=CN1C(=O)c1ccc(Cl)cc1` (configuration not stated) gave SK-MEL-5 97.7, MDA-MB-435 96.8, SK-MEL-2 97.3, UACC-62 89.0, LOX IMVI 93.7, SK-MEL-28 108.8, MALME-3M 78.5 and UACC-257 105.8.
`Cc1ccc2sc3c(NCCCNCCO)nc4ccccc4c3c(=O)c2c1` gave SK-MEL-5 85.6, MDA-MB-435 -80.0*, SK-MEL-2 90.8, UACC-62 -25.3*, LOX IMVI -27.3*, SK-MEL-28 79.8, MALME-3M 85.0 and UACC-257 72.7.
`CCOC(=O)c1c(C)nc2c(c1N)/C(=C/c1ccc(OC)cc1)C(=O)N2CCc1ccc(OC)c(OC)c1` gave SK-MEL-5 70.2, MDA-MB-435 72.9, SK-MEL-2 68.4, UACC-62 75.9, LOX IMVI 71.4, SK-MEL-28 111.8, MALME-3M 103.4 and UACC-257 80.0.
Screening CCCCCCOP(=O)(OCCCCCC)C(CCCCCC)C(=O)OCCCC (configuration not stated) returned SK-MEL-5 110.1, MDA-MB-435 100.4, SK-MEL-2 86.9, UACC-62 85.4, SK-MEL-28 100.9, MALME-3M 88.4 and UACC-257 88.4.
S=C(Nc1cccc(Br)c1)c1ccccc1 was read as SK-MEL-5 99.2, MDA-MB-435 98.0, SK-MEL-2 103.7, UACC-62 96.0, LOX IMVI 106.8, SK-MEL-28 101.4, MALME-3M 107.1 and UACC-257 106.7.
Screening NC1C(=O)NC(=O)NC1=S (configuration not stated) returned SK-MEL-5 101.3&102.8, MDA-MB-435 113.0&98.5, SK-MEL-2 103.3&108.4, UACC-62 102.5&94.5, LOX IMVI 96.8&105.4, SK-MEL-28 112.6&110.6, MALME-3M 96.1&101.8 and UACC-257 97.9&105.2.
CCCCCCCCSc1nnc(-c2c(C)nc3ccc(C)cn23)o1 was read as SK-MEL-5 99.5, MDA-MB-435 104.1, SK-MEL-2 114.8, UACC-62 81.7, LOX IMVI 92.3, SK-MEL-28 100.4, MALME-3M 94.1 and UACC-257 101.5.
Screening O=C(O)c1ccccc1C(=O)OC1CC2CCC1C2 (configuration not stated) returned SK-MEL-5 106.0&105.7, MDA-MB-435 103.5, SK-MEL-2 97.2&97.3, UACC-62 109.3&112.5, LOX IMVI 95.0&96.3, SK-MEL-28 108.5&112.8, MALME-3M 92.0&114.4 and UACC-257 95.5&107.4.

Screening data from PubChem.
